Screens (PubChem BioAssay)
M1 ag parental = counter-screen for M1 agonists: effect in parental CHO-K1 cells; activation, % at 3 µM; Fluo-8 calcium fluorescence; scaled to maximal ATP response, vehicle zero; 360,000 compounds, 0.48% hits; in the data active = activation above about 15%;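 also: untransfected CHO-K1 host cells lacking M1 receptor as counterscreen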
CHRM1 agonist = human M1 muscarinic receptor agonism; CHO-K1 hM1, Fluo-8 calcium fluorescence, agonist mode; 0% DMSO, 100% acetylcholine EC100; activation, % at 3 µM; 360,000 compounds, 0.33% hits;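 active = activation above the run's mean compound activation plus 3 SD, cut at about 16% in these data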;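 also: peak over basal fluorescence ratio within a 140 s kinetic read after compound addition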
Target sequence (P11229 whole entry, looked up): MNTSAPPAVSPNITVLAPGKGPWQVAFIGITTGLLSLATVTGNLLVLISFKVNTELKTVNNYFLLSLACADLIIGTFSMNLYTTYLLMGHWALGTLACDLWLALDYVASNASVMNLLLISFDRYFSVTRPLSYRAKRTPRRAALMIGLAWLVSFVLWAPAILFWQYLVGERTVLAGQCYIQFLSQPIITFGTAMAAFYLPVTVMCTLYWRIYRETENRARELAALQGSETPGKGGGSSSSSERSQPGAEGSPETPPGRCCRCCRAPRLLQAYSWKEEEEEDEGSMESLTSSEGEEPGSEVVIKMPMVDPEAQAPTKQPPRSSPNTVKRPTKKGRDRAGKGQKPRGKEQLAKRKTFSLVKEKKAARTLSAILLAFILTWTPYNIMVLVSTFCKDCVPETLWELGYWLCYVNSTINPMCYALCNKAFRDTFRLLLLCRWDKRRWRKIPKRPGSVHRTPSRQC
CHRM1 antagonist = blocks human M1 muscarinic receptor; inhibition, % at 3 µM; AID 588852; P11229; 360,000 compounds, 1.3% hits; CHO-K1 hM1, Fluo-8 calcium fluorescence, ACh EC80 antagonist;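 active = percent inhibition above its own plate's cutoff, namely the mean of that plate's compound wells plus 3 SD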;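 also: peak over basal fluorescence ratio during 140 s after agonist addition; 0% = ACh EC80 plus DMSO and 100% = DMSO alone without agonist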
TAAR1 antag = human TAAR1 antagonism | Q96RJ0 | CHO RD-HGA16 TAAR1, Fluo-8 calcium fluorescence, antagonist | inhibition, % at 3 µM | 360,000 compounds, 1.5% hits | AID 624466;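 active = inhibition above a per-plate cutoff, the mean inhibition of test compounds on that plate plus 3 SD, cut at about 49% in these data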;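 also: 0% = DMSO plus EC80 beta-PEA response and 100% = DMSO alone without agonist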
Target sequence (Q96RJ0 whole entry, looked up): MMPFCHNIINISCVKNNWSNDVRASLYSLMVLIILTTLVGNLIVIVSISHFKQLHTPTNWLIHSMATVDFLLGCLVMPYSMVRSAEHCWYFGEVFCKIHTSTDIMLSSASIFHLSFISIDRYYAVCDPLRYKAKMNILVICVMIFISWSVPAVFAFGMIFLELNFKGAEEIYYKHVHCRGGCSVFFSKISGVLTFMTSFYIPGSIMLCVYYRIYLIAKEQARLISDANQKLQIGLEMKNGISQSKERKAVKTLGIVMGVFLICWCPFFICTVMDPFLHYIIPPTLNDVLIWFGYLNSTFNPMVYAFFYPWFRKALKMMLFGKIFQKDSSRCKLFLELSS
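Test system – hTAAR1-expressing CHO RD-HGA16 cells, Gα16-coupled · Also added – β-PEA at EC80 concentration, post-compound challenge · Compound – 3 µM, single point · Incubation – dye loading 75 min at 37 °C, then 30 min room temperature · Measured by – Fluo-8 intracellular calcium dye fluorescence, real-time kinetic reads · Benchmarks – vehicle and agonist controls · Replicates – singlicate, one well per test compound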
OXTR potentiator = human OXTR potentiation; P30559; CHO-OTR cells, Fluo-8 calcium fluorescence, potentiator mode; 0% = oxytocin EC15, 100% = EC100; 320,000 compounds, 0.061% hits; AID 2445; activation, % at 3 µM;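 active = activation above that plate's cutoff, the mean activation of tested compounds plus 3 SD, cut at about 6.6% in these data, passing the limit was not always enough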;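 also: 100% uses oxytocin at 75 nM as the full agonist control; some results filed as inactive read as strong as hits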
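Measured by – Fluo-8 calcium dye fluorescence · Test system – human OTR in CHO cells · Dosing – one concentration, 3.0 µM compound · Controls – EC15 oxytocin alone as 0%, 75 nM oxytocin as 100% · Evaluation – normalized max/min fluorescence ratio, % activation · Timing – 6 min pre-incubation, 100 s read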
CHO-K1 Ca PAM = nonselective activator or artifact in parental CHO-K1 calcium assay | AID 602247 | ATP EC20, Fluo-8 calcium fluorescence; 0% at ATP EC20, 100% at ATP max | activation, % at 3 µM | 360,000 compounds, 0.02% hits;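 active = activation above the run cutoff, the mean activation of all test compounds plus 3 SD, cut at about 40% in these data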;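 also: peak over basal fluorescence ratio in a 140 s read after ATP addition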
CHO-K1 Ca antag = counter-screen for M1 antagonists: effect in parental CHO-K1 cells | inhibition, % at 3 µM | 360,000 compounds, 0.6% hits | ATP-induced calcium, Fluo-8 fluorescence;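 active = inhibition above a per-plate cutoff, the plate's mean sample inhibition plus 3 SD, cut at about 24% in these data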;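 also: 0% = DMSO plus EC80 ATP and 100% = DMSO alone without ATP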
TAAR1 ag = human TAAR1 agonism. activation, % at 3 µM. CHO RD-HGA16 TAAR1, Fluo-8 calcium fluorescence; vehicle wells 0%, saturating PEA agonist 100%. 360,000 compounds, 0.99% hits. AID 624467;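 active = activation above the mean activation of all test compounds in the run plus 3 SD, cut at about 38% in these data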
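System: CHO RD-HGA16 cells carrying human TAAR1 plus Gα16; Incubation: 17-24 h seeding, 75 min 37 °C dye, 30 min RT; Measured by: Fluo-8 fluorescence, 5 s baseline then 140 s kinetic read; Control set: DMSO and PEA EC100; Replication: single well for each compound.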
CHO parental Ca = counter-screen: ATP calcium response change in parental CHO cells; parental CHO-K1, ATP-induced calcium, Fluo-8 fluorescence; inhibition, % at 5.6 µM; 330,000 compounds, 0.63% hits;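 active = inhibition above that plate's mean sample inhibition plus 3 SD, cut at about 26% in these data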;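 also: 0% = ATP-challenged DMSO wells and 100% = DMSO wells without ATP; some compounds past the cut are filed as inactive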
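Material: Parental CHO cells | Reagent: ATP | Compound dosing: Single nominal dose of 5.6 µM per compound | Detection: Intracellular calcium via Fluo-8 no-wash fluorescent dye | Read-out: % inhibition of ATP-induced calcium mobilization | Benchmarks: Low control ATP plus DMSO, high control DMSO only | Replicates: Singlicate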
Active calls of the source: *; / = no result given.

SMILES	M1 ag parental	CHRM1 agonist	CHRM1 antagonist	TAAR1 antag	OXTR potentiator	CHO-K1 Ca PAM	CHO-K1 Ca antag	TAAR1 ag	CHO parental Ca
O=C(CCNS(=O)(=O)c1ccc2c(c1)CCC(=O)N2)Nc1ccc2c(c1)OCCO2	-0.2	-3	-11	-3	-14	11	-5	5	-14
COc1ccc(C(=O)c2cnc[nH]2)cc1	0.3	0	-15	-20	5	13	-9	6	-14
COc1ccc(CNC(=O)COC(=O)c2nc3nc(C)cc(C)n3n2)cc1	0.3	-2	-14	-12	0	15	-10	3	-14
CCCCC(=O)Nc1c(O)c2ccccc2[nH]c1=O	1.1	-5	-5	12	5	20	-16	2	-8
CN(CC(=O)Nc1ccc(N2CCOCC2)cc1)CC(=O)Nc1ccc(C(F)(F)F)cc1	7.8	-4	6	-22	0	16	-11	7	-4
Cc1cc(C)nc(N2CCN(c3nnnn3-c3ccccc3)CC2)n1	0.6	-2	-11	2	-5	10	-13	14	-17
Oc1oc(-c2ccco2)nc1C=Nc1ccccc1	0.8	3	-5	17	1	13	-25	8	-2
CC(=O)Nc1ccc(S(=O)(=O)N(C)CC(=O)OC(C)C(=O)NC2CCCCC2)cc1 (configuration not stated)	0.1	-2	-7	-5	-4	-9	0	0	-10
CC(C)COc1ccc(C(=O)NC(=S)Nc2ccc(CN3CCOCC3)cc2)cc1	0.3	-7	-2	-27	4	19	-5	1	-7
CCc1cc(C)cc(OCCNC(=O)c2cncc(Br)c2)c1	1.5	-1	-9	14	-3	10	2	1	-12
CCc1ccc2oc(=O)cc(CN3CCCCC3)c2c1	0.3	-6	-17	3	-4	19	-15	11	-12
CC(=O)OC[C@H]1COc2ccc3ccccc3c2[C@H]1N(C)C(C)=O	1.6	-3	-10	/	-3	20	-10	/	-12
CNC(=O)COC(=O)/C=C/c1c(C)nn(-c2ccccc2)c1C	0.2	-7	-8	12	3	9	-1	1	-4
O=c1c([N+](=O)[O-])c[nH]c2ccccc12	0.0	-4	12	5	-4	11	-1	2	0
Nc1cccc2c1C(=O)N(Cc1cccc(Cl)c1)C2=O	-0.3	-3	-18	-12	-3	-7	3	-2	-4
Cc1ccc(CNC(=O)CSc2nnc3c(n2)[nH]c2ccc(F)cc23)cc1	0.4	-3	-13	-1	-4	3	-16	0	-5
Cc1cc(C(=O)N=Nc2c(O)n(C(C)C)c3ccccc23)n[nH]1	1.6	-4	-9	-14	-3	12	2	12	-21
CCOC(=O)c1ccc(Nc2cc(C)nc3ncnn23)cc1	0.7	-6	-3	1	0	23	-9	5	-5
Cc1cccc(NC(=S)c2nc3ccccc3s2)c1	0.6	-1	-8	-17	-11	21	-27	7	-22
Cc1ccc(S(=O)(=O)N[C@H](C(=O)N2CCC(C(=O)NCC(=O)O)CC2)C(C)C)cc1	-0.1	0	-10	7	-9	14	-7	4	-8
O=C(Nc1ccc(Cl)cc1)c1csc([C@@H]2C[C@H](O)[C@@H](CO)O2)n1	1.9	-2	-2	-1	/	11	-10	0	/
CCOC(=O)/C(=N\Nc1cccc(C(F)(F)F)c1)N(CCOC)CCOC	-0.2	-6	-13	2	4	12	-13	1	-9
Cc1cccc(NC(=S)NNC(=O)c2ccc(O)cc2O)c1C	0.6	-6	-4	-13	-2	14	-2	4	-16
COc1ccc(O)c(/C=N/NC(=O)c2ccc(OCc3cccc(Br)c3)cc2)c1	1.8	0	-5	3	-5	3	-8	9	-13
CCN(CC)C(=S)SCC(=O)c1ccc(F)cc1	-0.3	-1	24*	5	-1	-4	13	1	-17
CN(O)/C=C1\C(=O)Nc2ccccc21	-0.3	-4	-12	-3	-1	17	-8	8	-6
COc1ccc(CC(=O)Nc2cc(S(C)(=O)=O)ccc2Cl)cc1S(=O)(=O)N1CCOCC1	0.8	-2	14	4	/	-20	5	8	/
N#Cc1nccc2ccc(OCc3ccc(Br)cc3)cc12	-0.3	0	2	0	/	6	-7	0	/
CCC(C)(C)NC(=O)CN(C(=O)CNS(=O)(=O)c1ccc(F)cc1)c1ccc2c(c1)OCCO2	0.1	-3	-7	-19	-3	24	-11	3	-11
CCN(CC)Cc1cc(NC2=NS(=O)(=O)c3ccccc32)ccc1OC(=O)c1ccccc1	0.2	-7	2	-7	-11	15	1	1	12
Cc1ccc(C(=O)N(CC(=O)NC2CCCCC2)c2ccccc2C)s1	-0.1	-1	-14	-8	-4	4	-6	2	-13
COc1ccc(C(=O)Oc2cc(/C=N/NS(=O)(=O)c3ccc(C)cc3)ccc2OC)cc1	0.2	-3	9	-1	-8	-6	3	12	-8
Cc1oc(-c2cccc(Cl)c2)nc1CN1CCC(C(=O)NCc2ccco2)CC1	0.4	-5	7	-1	3	-1	5	9	-18
CC(=O)CCc1ccc(OCCCCN2CCC(Cc3ccccc3)CC2)cc1	7.4	-6	60*	-6	-8	21	-3	6	-14
Cc1ccccc1OC(=O)c1cccnc1	1.6	-1	-10	2	/	14	-11	4	/
CC(=O)N1CCN(S(=O)(=O)c2cccc(C(=O)NNC(=O)Cn3nc(C)cc3C)c2)CC1	0.9	-3	-2	9	9	21	-5	6	-7
Cc1cc(N=Nc2ccc(Cl)cc2)cc(CN2CCCC2)c1O	-0.2	-5	-9	-32	-10	11	-4	-2	-15
Oc1ccc(N2CCN(c3ncnc4sc5c(c34)CCC5)CC2)cc1	0.6	-3	5	14	-11	21	-11	3	-25
Cc1ccc(C(=O)Nc2cccc([N+](=O)[O-])c2)cc1S(=O)(=O)Nc1ccc(C(=O)O)cc1	-0.2	-6	-2	-1	2	15	-6	4	-2
CC(C)N(C(=O)c1nn(C)c2c1CSc1ccccc1-2)C1CCCCC1	-1.0	0	-17	-7	-4	11	-25	-2	-15
COc1ccc(CCn2c(=N)c(C(=O)NCc3ccco3)cc3c(=O)n4ccccc4nc32)cc1OC	1.9	-6	-9	1	/	27	-15	0	/
COc1cc2c(cc1OC)CN(Cc1cc(=O)oc3cc(C)c(Cl)cc13)CC2	0.4	-8	-1	0	-10	5	5	1	-4
Cc1noc(C)c1/C=N/Nc1ccccn1	0.1	-3	-11	-1	-7	1	1	-1	-5
CC(=O)C1(C)N(O)C(C)(C)C(c2ccco2)=[N+]1[O-] (configuration not stated)	0.8	-3	-4	6	3	19	-7	3	-10
COc1ccccc1/C=C/C(=O)Nc1ccc2c(c1)OCCO2	4.2	-3	14	24	-5	4	10	11	-5
O=C(Cn1[nH]c(=O)c2ccccc2c1=O)NNC(=O)c1ccccc1	0.8	-3	-2	-22	0	19	-11	1	-14
N#CC1=C2SC=C(c3ccc(Br)cc3)N2CCCC1=O	0.8	-2	12	20	-22	3	-13	8	-5
COc1cccc(C(=O)Nc2ccc(C(F)(F)F)n(C)c2=O)c1	0.9	-8	-6	-7	-10	23	-9	12	-11
COc1ccc(-c2sc(Nc3ccccc3)n[n+]2-c2ccccc2)cc1Br	-0.8	-9	-5	2	-5	-5	-6	4	-17
CCN(CC)c1ccc(C=Nc2ccc(OC)c(S(=O)(=O)N3CCOCC3)c2)c(O)c1	-0.3	-4	-15	3	4	10	-10	-3	-15
CCOC(=O)N1CCC(NC(=O)Cn2nc(Cc3ccncc3)c3ccccc3c2=O)CC1	0.8	-2	-18	-25	-2	17	6	0	-5
CCCCN1C2CCCC1CC(NC(=O)c1cccc(OC)c1)C2 (configuration not stated)	0.5	-11	-11	-7	4	10	-15	0	7
COc1ccc(-n2ncc3c(=O)n(CC(=O)OCc4ccccc4)cnc32)cc1	1.0	-4	-13	18	-7	16	-14	1	-3
CCOC(=O)c1cccc(NC(=O)CNS(=O)(=O)c2cccs2)c1	1.1	-3	3	7	-11	-8	10	5	-19
COc1cc(C(=O)OC(C)C(=O)NC(=O)NC2CCCCC2)ccc1OC(F)F (configuration not stated)	-0.4	-2	10	5	0	-19	8	20	-26
Cc1cccc(NC(=O)CN(C)S(=O)(=O)c2cccc3cccnc23)c1C	1.5	1	4	7	-20	-17	1	1	-9
Cc1cccc(CNC(=O)CCn2ccc3cc(S(=O)(=O)N4CCCC4)ccc32)c1	1.5	-4	-4	-28	-4	7	-10	5	-22
O=[N+]([O-])c1ccc(N2CCN(c3ccccc3)CC2)cc1	0.7	-3	-16	-3	-5	14	-15	2	7
COc1ccc(-n2c(SCC(=O)Nc3nccs3)nnc2-c2ccccc2)cc1	0.4	-1	-10	4	-18	21	-10	6	-17

A second format for part of the listing above.
canonical_smiles | M1 ag parental | CHRM1 agonist | CHRM1 antagonist | TAAR1 antag | OXTR potentiator | CHO-K1 Ca PAM | CHO-K1 Ca antag | TAAR1 ag | CHO parental Ca
CCN(CC)c1ccc(C=Nc2ccc(OC)c(S(=O)(=O)N3CCOCC3)c2)c(O)c1 | -0.3 | -4 | -15 | 3 | 4 | 10 | -10 | -3 | -15
CCOC(=O)N1CCC(NC(=O)Cn2nc(Cc3ccncc3)c3ccccc3c2=O)CC1 | 0.8 | -2 | -18 | -25 | -2 | 17 | 6 | 0 | -5
CCCCN1C2CCCC1CC(NC(=O)c1cccc(OC)c1)C2 (configuration not stated) | 0.5 | -11 | -11 | -7 | 4 | 10 | -15 | 0 | 7
COc1ccc(-n2ncc3c(=O)n(CC(=O)OCc4ccccc4)cnc32)cc1 | 1.0 | -4 | -13 | 18 | -7 | 16 | -14 | 1 | -3
CCOC(=O)c1cccc(NC(=O)CNS(=O)(=O)c2cccs2)c1 | 1.1 | -3 | 3 | 7 | -11 | -8 | 10 | 5 | -19
COc1cc(C(=O)OC(C)C(=O)NC(=O)NC2CCCCC2)ccc1OC(F)F (configuration not stated) | -0.4 | -2 | 10 | 5 | 0 | -19 | 8 | 20 | -26
Cc1cccc(NC(=O)CN(C)S(=O)(=O)c2cccc3cccnc23)c1C | 1.5 | 1 | 4 | 7 | -20 | -17 | 1 | 1 | -9
Cc1cccc(CNC(=O)CCn2ccc3cc(S(=O)(=O)N4CCCC4)ccc32)c1 | 1.5 | -4 | -4 | -28 | -4 | 7 | -10 | 5 | -22
O=[N+]([O-])c1ccc(N2CCN(c3ccccc3)CC2)cc1 | 0.7 | -3 | -16 | -3 | -5 | 14 | -15 | 2 | 7
COc1ccc(-n2c(SCC(=O)Nc3nccs3)nnc2-c2ccccc2)cc1 | 0.4 | -1 | -10 | 4 | -18 | 21 | -10 | 6 | -17
